Screens deposited in PubChem by Broad Institute.
NSD2 block: inhibitors of human NSD2 methyltransferase; 44,000 compounds, 0.07% hits; NSD2-SET H3K36me1 DELFIA fluorescence, biochemical; inhibition, % at 12.5 µM; in the data active means inhibition above about 54%, passing the limit was not always enough;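 further: inhibitors reduce the monomethyl H3K36 fluorescence signal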
Target sequence (O96028 whole entry, looked up): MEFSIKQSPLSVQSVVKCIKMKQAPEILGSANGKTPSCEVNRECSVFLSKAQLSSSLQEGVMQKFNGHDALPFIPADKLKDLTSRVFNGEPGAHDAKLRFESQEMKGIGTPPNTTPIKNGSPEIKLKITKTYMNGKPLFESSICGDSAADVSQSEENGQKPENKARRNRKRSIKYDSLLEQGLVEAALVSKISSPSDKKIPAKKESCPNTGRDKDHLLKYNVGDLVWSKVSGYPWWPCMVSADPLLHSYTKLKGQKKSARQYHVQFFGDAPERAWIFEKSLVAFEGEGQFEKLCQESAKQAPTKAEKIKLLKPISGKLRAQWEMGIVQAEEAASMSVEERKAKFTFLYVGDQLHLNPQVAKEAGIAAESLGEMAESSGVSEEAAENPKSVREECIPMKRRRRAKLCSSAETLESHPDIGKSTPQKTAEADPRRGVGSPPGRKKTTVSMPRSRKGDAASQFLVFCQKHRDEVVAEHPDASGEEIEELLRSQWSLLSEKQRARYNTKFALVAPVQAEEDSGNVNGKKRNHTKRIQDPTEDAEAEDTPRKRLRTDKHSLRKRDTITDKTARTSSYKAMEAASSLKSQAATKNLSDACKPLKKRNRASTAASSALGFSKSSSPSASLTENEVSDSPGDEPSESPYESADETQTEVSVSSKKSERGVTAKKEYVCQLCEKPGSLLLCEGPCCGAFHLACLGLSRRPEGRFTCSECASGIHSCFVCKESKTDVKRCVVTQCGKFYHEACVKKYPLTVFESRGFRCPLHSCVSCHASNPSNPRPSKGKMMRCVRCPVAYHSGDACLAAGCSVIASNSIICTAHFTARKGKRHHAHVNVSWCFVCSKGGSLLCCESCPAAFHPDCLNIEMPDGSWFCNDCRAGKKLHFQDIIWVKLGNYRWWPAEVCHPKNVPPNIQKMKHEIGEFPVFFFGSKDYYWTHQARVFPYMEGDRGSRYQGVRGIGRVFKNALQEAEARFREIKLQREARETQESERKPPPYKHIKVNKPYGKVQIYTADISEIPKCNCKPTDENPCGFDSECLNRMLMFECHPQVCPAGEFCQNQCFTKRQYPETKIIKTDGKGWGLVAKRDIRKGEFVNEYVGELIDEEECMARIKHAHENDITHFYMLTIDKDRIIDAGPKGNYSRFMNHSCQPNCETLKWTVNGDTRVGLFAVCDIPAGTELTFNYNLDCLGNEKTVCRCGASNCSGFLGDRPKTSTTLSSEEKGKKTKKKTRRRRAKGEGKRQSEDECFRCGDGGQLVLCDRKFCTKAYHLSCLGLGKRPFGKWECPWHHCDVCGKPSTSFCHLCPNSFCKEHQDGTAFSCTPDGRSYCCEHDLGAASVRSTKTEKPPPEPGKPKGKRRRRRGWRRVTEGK
Numbers without * were called inactive.

NSD2 block,smiles
-6,C[C@H](CO)N1C[C@H](C)[C@H](CN(C)C(=O)Cc2cccnc2)Oc2ncc(C#Cc3ccccc3F)cc2C1=O
2,C[C@@H]1CCCCO[C@H](CN(C)CC2CCCCC2)[C@@H](C)CN([C@H](C)CO)C(=O)c2cc(NS(=O)(=O)c3ccc(Cl)cc3)ccc2O1
-2,C[C@H]1CN([C@@H](C)CO)C(=O)c2cc(NC(=O)Cc3cn(C)c4ccccc34)ccc2O[C@@H]1CN(C)C(=O)Nc1cccc2ccccc12
4,O=C(CCCCC(=O)N/N=C/c1ccncc1Br)NO
-5,Cc1ccc(S(=O)(=O)N(C)C[C@@H]2Oc3c(NC(=O)c4cc(C)nn4C)cccc3C(=O)N([C@@H](C)CO)C[C@@H]2C)cc1
14,Cc1noc(C)c1S(=O)(=O)N(C)C[C@H]1Oc2c(NC(=O)C3CC3)cccc2C(=O)N([C@H](C)CO)C[C@H]1C
-1,COc1ccc(S(=O)(=O)Nc2ccc3c(c2)C(=O)N([C@@H](C)CO)C[C@H](C)[C@@H](CN(C)C(=O)c2ccccc2)OCCCC[C@@H](C)O3)cc1
3,C[C@H](CO)N1C[C@H](C)[C@@H](CN(C)C(=O)c2ccc(N3CCN(C)CC3)cc2)OCc2cn(nn2)CCCC1=O

(continued)
NSD2 block,smiles
-2,C[C@@H]1CN([C@H](C)CO)C(=O)c2cc(NC(=O)Nc3ccccc3)ccc2O[C@@H](C)CCCCO[C@@H]1CN(C)C
-2,C[C@@H]1CN([C@H](C)CO)S(=O)(=O)c2ccc(-c3ccc(C(=O)N(C)C)cc3)cc2O[C@H]1CN(C)C(=O)C1CCOCC1
-9,C[C@H](CO)N1C[C@H](C)[C@@H](CN(C)C(=O)c2cccc(F)c2)Oc2cc(C#CC3CCCC3)ccc2S1(=O)=O
-2,CCC(=O)N(C)C[C@@H]1Oc2cc(C#CCC(C)C)ccc2S(=O)(=O)N([C@@H](C)CO)C[C@H]1C
6,Cc1noc(C)c1NC(=O)N(C)C[C@@H]1Oc2ccc(N(C)C)cc2C(=O)N([C@@H](C)CO)C[C@H]1C
-1,C[C@H]1CN([C@@H](C)CO)C(=O)c2cc(N(C)C)ccc2O[C@H]1CN(C)Cc1ccc(Oc2ccccc2)cc1
0,C[C@@H]1CN([C@@H](C)CO)C(=O)Cc2cc(NC(=O)Cc3cn(C)c4ccccc34)ccc2O[C@H]1CN(C)S(=O)(=O)c1ccc(Cl)cc1
-4,C[C@H]1CN([C@@H](C)CO)C(=O)c2cc(NC(=O)CCCN(C)C)ccc2O[C@H]1CN(C)Cc1ccc(C(=O)O)cc1

Going on with the list:
NSD2 block,smiles
2,CO[C@H](CN(C)C(=O)c1ccccc1F)[C@H](C)CN([C@@H](C)CO)S(=O)(=O)c1ccc(Cl)cc1
0,C[C@H]1CN([C@@H](C)CO)C(=O)c2cc(NC(=O)CCCN(C)C)ccc2O[C@@H]1CN(C)C(=O)Nc1ccccc1
2,CC(C)NC(=O)N(C)C[C@H]1Oc2cc(C#C[C@@H](C)O)ccc2S(=O)(=O)N([C@H](C)CO)C[C@@H]1C
-2,COc1cc(O)c2c(c1)OC(c1ccc(O)cc1)CC2=O (stereo not drawn)
1,CC(C)CC#Cc1ccc2c(c1)O[C@H](CN(C)Cc1ccncc1)[C@H](C)CN([C@H](C)CO)S2(=O)=O
4,COc1ccc(CN(C)C[C@@H]2Oc3ccc(NC(=O)NC4CCCCC4)cc3C(=O)N([C@@H](C)CO)C[C@H]2C)cc1
-3,CC(C)NC(=O)N(C)C[C@@H]1Oc2ccc(NC(=O)Nc3ccc(C(F)(F)F)cc3)cc2CC(=O)N([C@@H](C)CO)C[C@H]1C
0,Cc1noc(C)c1S(=O)(=O)N(C)C[C@@H]1Oc2ccc(NS(C)(=O)=O)cc2CC(=O)N([C@@H](C)CO)C[C@H]1C

Other records.
NSD2 block,smiles
0,C[C@@H]1CN([C@H](C)CO)C(=O)c2cc(-c3ccccc3)cnc2O[C@H]1CN(C)C(=O)C1CCOCC1
8,COc1ccc(-c2ccc3c(c2)O[C@H](CN(C)C(C)=O)[C@@H](C)CN([C@H](C)CO)S3(=O)=O)cc1
0,C[C@@H]1CN([C@H](C)CO)C(=O)c2cc(NC(=O)c3ccncc3)ccc2O[C@@H]1CN(C)C(=O)Nc1ccc2c(c1)OCO2
2,C[C@@H]1CN([C@@H](C)CO)S(=O)(=O)c2ccc(C#CC(C)(C)O)cc2O[C@H]1CN(C)C
-1,CC1(CC(=O)O)CCC2(O1)C(CO)=CCC1C(C)(C)C(O)CCC12C (stereo not drawn)
-4,O=C1O[C@@H](c2ccccc2)[C@@H](c2ccccc2)N2[C@@H](c3ccc(OCCO)cc3)[C@]3(C(=O)Nc4ccccc43)[C@@H](C(=O)N3CCCCCCC3)[C@H]12
3,O=C(C[C@H]1C[C@H]2c3cc(NC(=O)c4cccnc4)ccc3O[C@H]2[C@H](CO)O1)NCC(F)(F)F
-1,Cc1noc(C)c1S(=O)(=O)Nc1cccc2c1O[C@@H](CN(C)Cc1ccc(C(F)(F)F)cc1)[C@@H](C)CN([C@@H](C)CO)C2=O

(further entries)
NSD2 block,smiles
1,C[C@@H]1CN([C@H](C)CO)C(=O)c2cccc(NC(=O)Nc3ccccc3)c2O[C@H]1CN(C)S(C)(=O)=O
4,COCC(=O)Nc1ccc2c(c1)[C@H]1C[C@@H](CC(=O)NCc3cc(F)ccc3F)O[C@H](CO)[C@H]1O2
6,C[C@H](CO)N1C[C@H](C)[C@@H](CN(C)C)Oc2ccc(NS(=O)(=O)c3ccccc3)cc2CC1=O
6,COc1ccc(S(=O)(=O)N(C)C[C@@H]2Oc3ccc(N(C)C)cc3CC(=O)N([C@H](C)CO)C[C@H]2C)cc1
-1,Cc1noc(C)c1NC(=O)N(C)C[C@H]1Oc2ccc(NC(=O)C3CC3)cc2C(=O)N([C@@H](C)CO)C[C@@H]1C
3,CC(C)NC(=O)N(C)C[C@H]1Oc2ncc(C#CC3CC3)cc2C(=O)N([C@@H](C)CO)C[C@@H]1C
2,COc1ccc(C#Cc2ccc3c(c2)[C@]2(C(=O)N3)[C@H](C(N)=O)[C@H]3C(=O)O[C@H](c4ccccc4)[C@H](c4ccccc4)N3[C@@H]2c2ccc(OCCO)cc2)cc1
7,COc1ccc2c(c1)[C@@]1(C)CCC(=O)C[C@H]1CC2

Some values from the list.
C[C@H](CO)N1C[C@H](C)[C@@H](CN(C)C)Oc2ccc(NS(=O)(=O)c3ccccc3)cc2CC1=O @ NSD2 block = 6
Cc1noc(C)c1NC(=O)N(C)C[C@H]1Oc2ccc(NC(=O)C3CC3)cc2C(=O)N([C@@H](C)CO)C[C@@H]1C @ NSD2 block = -1
COc1ccc(S(=O)(=O)N(C)C[C@@H]2Oc3ccc(N(C)C)cc3CC(=O)N([C@H](C)CO)C[C@H]2C)cc1 @ NSD2 block = 6
COCC(=O)Nc1ccc2c(c1)[C@H]1C[C@@H](CC(=O)NCc3cc(F)ccc3F)O[C@H](CO)[C@H]1O2 @ NSD2 block = 4

Laid out differently: two of the compounds above.
canonical_smiles | NSD2 block
Cc1noc(C)c1NC(=O)N(C)C[C@H]1Oc2ccc(NC(=O)C3CC3)cc2C(=O)N([C@@H](C)CO)C[C@@H]1C | -1
CC(C)NC(=O)N(C)C[C@H]1Oc2ncc(C#CC3CC3)cc2C(=O)N([C@@H](C)CO)C[C@@H]1C | 3

Remaining list, next part:
NSD2 block,smiles
-6,C[C@@H]1CN([C@H](C)CO)C(=O)c2cc(NC(=O)Cc3cn(C)c4ccccc34)ccc2O[C@@H]1CN(C)C(=O)Nc1ccc(C(F)(F)F)cc1
2,CC(C)NC(=O)Nc1ccc2c(c1)C(=O)N([C@H](C)CO)C[C@@H](C)[C@@H](CN(C)C(=O)Nc1ccc3c(c1)OCO3)O2
5,C[C@H]1CN([C@@H](C)CO)C(=O)Cc2cc(NC(=O)Cc3cn(C)c4ccccc34)ccc2O[C@H]1CN(C)S(=O)(=O)c1cn(C)cn1
-5,C[C@@H]1CN([C@H](C)CO)C(=O)Cc2cc(NC(=O)Nc3cccc4ccccc34)ccc2O[C@@H]1CN(C)C(=O)NC1CCCCC1
1,CN(C)C(=O)[C@]1(Cc2ccccc2N=[N+]=[N-])N=C(c2ccc(OCCCO)cc2)O[C@@H]1c1ccccc1
4,C/C=C/c1ccc2c(c1)O[C@@H](CN(C)C)[C@H](C)CN([C@H](C)CO)S2(=O)=O
2,C/C=C/c1ccc2c(c1)O[C@H](CN(C)Cc1ccccn1)[C@H](C)CN([C@H](C)CO)S2(=O)=O
1,C[C@H]1CN([C@@H](C)CO)C(=O)Cc2cc(NC(=O)Nc3cccc4ccccc34)ccc2O[C@H]1CN(C)C(=O)NC1CCCCC1

Continuation:
NSD2 block,smiles
-8,COc1ccc(NC(=O)N(C)C[C@H]2OCCCC[C@@H](C)Oc3ccc(NS(=O)(=O)c4ccc(Cl)cc4)cc3C(=O)N([C@@H](C)CO)C[C@H]2C)cc1
-10,C[C@@H]1CN([C@H](C)CO)S(=O)(=O)c2ccc(/C=C/c3ccccc3)cc2O[C@@H]1CN(C)C(=O)Nc1ccc(F)cc1
-3,Cc1noc(C)c1NC(=O)Nc1ccc2c(c1)CC(=O)N([C@H](C)CO)C[C@@H](C)[C@H](CN(C)Cc1ccccc1)O2
-2,C[C@H]1CN([C@@H](C)CO)C(=O)Cc2cc(NC(=O)Nc3ccccc3)ccc2O[C@@H]1CN(C)C(=O)NC1CCCCC1
3,C[C@H](CO)N1C[C@H](C)[C@H](CN(C)C(=O)NC2CCCCC2)Oc2ncc(-c3cccc(F)c3)cc2C1=O
0,COc1ccc(NC(=O)N(C)C[C@@H]2OCCCC[C@@H](C)Oc3ccc(NC(=O)Cc4ccccc4)cc3C(=O)N([C@H](C)CO)C[C@H]2C)cc1
1,Cc1ccc(S(=O)(=O)N(C)C[C@@H]2OCCCC[C@H](C)Oc3ccc(N(C)C)cc3C(=O)N([C@H](C)CO)C[C@H]2C)cc1
5,Cc1noc(C)c1NC(=O)Nc1ccc2c(c1)C(=O)N([C@H](C)CO)C[C@@H](C)[C@@H](CN(C)CC1CCCCC1)OCCCC[C@@H](C)O2

The list goes on:
NSD2 block,smiles
-3,C[C@H]1CN([C@@H](C)CO)C(=O)CCCn2cc(nn2)CO[C@H]1CN(C)C(=O)c1ccc2ccn(C)c2c1
-2,C[C@@H]1CN([C@@H](C)CO)C(=O)CCCn2nncc2CO[C@H]1CN(C)C
4,C/C=C/c1cnc2c(c1)C(=O)N([C@H](C)CO)C[C@H](C)[C@@H](CN(C)C(=O)Nc1ccc(F)cc1)O2
2,COc1cccc(NC(=O)N(C)C[C@H]2Oc3cc(C#CC4(O)CCCC4)ccc3S(=O)(=O)N([C@H](C)CO)C[C@H]2C)c1
-2,CCO[C@@H]1OC(C(=O)N2CCN(Cc3ccc4c(c3)OCO4)CC2)=C[C@H](c2ccccc2)[C@H]1CCCO
2,C[C@@H]1CN([C@H](C)CO)C(=O)c2cccc(NC(=O)Nc3ccc4c(c3)OCO4)c2O[C@H]1CN(C)S(=O)(=O)c1ccccc1
1,C[C@H](CO)N1C[C@H](C)[C@H](CN(C)C(=O)Nc2ccc(F)cc2)Oc2c(NS(=O)(=O)c3cn(C)cn3)cccc2C1=O
0,C[C@@H]1CN([C@@H](C)CO)C(=O)c2cc(NS(=O)(=O)c3cn(C)cn3)ccc2O[C@@H](C)CCCCO[C@H]1CN(C)CC1CCCCC1

Arranged by value in NSD2 block (rising): three of the compounds above
NSD2 block,smiles
-6,C[C@@H]1CN([C@H](C)CO)C(=O)c2cc(NC(=O)Cc3cn(C)c4ccccc34)ccc2O[C@@H]1CN(C)C(=O)Nc1ccc(C(F)(F)F)cc1
0,C[C@@H]1CN([C@@H](C)CO)C(=O)Cc2cc(NC(=O)Cc3cn(C)c4ccccc34)ccc2O[C@H]1CN(C)S(=O)(=O)c1ccc(Cl)cc1
5,C[C@H]1CN([C@@H](C)CO)C(=O)Cc2cc(NC(=O)Cc3cn(C)c4ccccc34)ccc2O[C@H]1CN(C)S(=O)(=O)c1cn(C)cn1

Additional results follow.
NSD2 block,smiles
-1,COc1ccc(NC(=O)N(C)C[C@H]2Oc3ccc(NC(=O)c4ccncc4)cc3C(=O)N([C@H](C)CO)C[C@H]2C)cc1
-6,CNC[C@H]1Oc2ccc(NC(=O)CCN3CCOCC3)cc2CC(=O)N([C@H](C)CO)C[C@H]1C
3,C[C@H](CO)N1C[C@H](C)[C@H](CN(C)C(=O)Nc2ccc(F)cc2)OCCCC[C@H](C)Oc2ccc(NS(=O)(=O)c3cccs3)cc2C1=O
18,C[C@H]1CN([C@@H](C)CO)C(=O)c2cc(-c3ccc(C#N)cc3)cnc2O[C@@H]1CN(C)C(=O)c1cccnc1
1,CC(=O)N(C)C[C@H]1Oc2ncc(C#CC3(O)CCCC3)cc2C(=O)N([C@@H](C)CO)C[C@H]1C
-10,COc1ccc(S(=O)(=O)N(C)C[C@@H]2Oc3ccc(NC(=O)C4CCCCC4)cc3C(=O)N([C@@H](C)CO)C[C@@H]2C)cc1
-7,N#C/C(=C/c1ccc(O)c(O)c1)C(=O)NCc1ccccc1
-4,C[C@H](O)C#Cc1ccc2c(c1)O[C@@H](CN(C)Cc1ccccc1)[C@@H](C)CN([C@H](C)CO)S2(=O)=O

Carrying on:
NSD2 block,smiles
4,CNC[C@@H]1Oc2ccc(N(C)C)cc2C(=O)N([C@@H](C)CO)C[C@H]1C
0,C[C@@H]1CN([C@H](C)CO)C(=O)c2cc(C#Cc3ccccn3)cnc2O[C@@H]1CN(C)Cc1cncnc1
11,Cc1ccc(S(=O)(=O)Nc2ccc3c(c2)C(=O)N([C@H](C)CO)C[C@@H](C)[C@@H](CN(C)CC2CCCCC2)OCCCC[C@@H](C)O3)cc1
8,CCCNC(=O)N(C)C[C@@H]1Oc2cc(-c3ccc(C)cc3)ccc2S(=O)(=O)N([C@H](C)CO)C[C@@H]1C
2,C[C@H]1CN([C@@H](C)CO)C(=O)c2cccc(NC(=O)c3ccc(-c4nccs4)cc3)c2O[C@@H]1CN(C)S(=O)(=O)c1cn(C)cn1
6,CC(C)NC(=O)N(C)C[C@@H]1OCCCC[C@@H](C)Oc2ccc(NC(=O)NC3CCCCC3)cc2C(=O)N([C@H](C)CO)C[C@@H]1C
-7,C[C@H]1CN([C@@H](C)CO)C(=O)c2cc(NS(=O)(=O)c3ccc(Cl)cc3)ccc2O[C@@H]1CN(C)Cc1ccc(Oc2ccccc2)cc1

Only part of the results is shown. The share of hits here may be higher or lower than overall.
